Screening results as filed in PubChem BioAssay.
WT yeast gro inh: growth inhibition of WT strain, primary screen, mitochondrial fusion inhibitor project, WT and mutant strains, chemical genetic; inhibition, % at 10 µM; mitochondrial fusion phenotypic screen; AID 1362, 2008; hit rate 2.1% among 190,000; in the data active = inhibition above about 58%; tested in S. cerevisiae
Autophagy HCS: autophagy modulators in MEF cells, primary screen, imaging, high-content, MEF GFP-LC3. MEF GFP-LC3 puncta imaging; test concentration mostly 10 µM. calls only at 10 µM (by protocol). hit rate 0.98% among 190,000;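 active = percentage of spot-positive cells more than 3 SD above its plate mean, without a fluorescence outlier flag or 80% toxicity; inconclusive = no clear call, values can overlap the other calls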;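 note: spot-positive cell cutoff set from DMSO-treated cells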
MT stabilizer: microtubule stabilizers in HeLa cells, primary screen, imaging, high-content imaging; hit rate 0.83% among 200,000; HeLa tubulin immunostaining HCS, 24 h; share of cells brighter than vehicle mean+2SD; % tubulin-high responders, % at 10 µM;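 active = plate Z-score above 3 for both tubulin-high and condensed-nucleus cell shares, with cell loss under 80%, at 10 µM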;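 note: anti alpha tubulin signal scored within the nucleus-defined area of each cell; some results filed as inactive read as strong as hits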
T cell modulator: modulators of CD8 T cell-vesicle binding, primary screen, mouse 2C CD8+ T cells, flow cytometry. 2C CD8+ T cell-vesicle binding; active compounds read low. calls only at 7 µM. hit rate 0.068% among 330,000. AID 2052, 2009;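 active = response, share of CD8 T cells binding vesicles, and their 90th percentile fluorescence all below set limits, cut at about 80% in these data, passing the limit was not always enough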
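incubation = binding step 1.5 h, 37 °C, antibody labelling 20 min, ice | test system = 2C mouse CD8+ T cells | read-out basis = percent CD8+ FL2 mean versus row control | controls = Peptide-free naked vesicles (low) and QL9 vesicles with 0.7% DMSO vehicle (high) | detection = flow cytometry of vesicle-bound cells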
Myeloid diff MLP: induction of myeloid progenitor differentiation, primary screen, cell-based, flow cytometry, MLPCN library; ER-HoxA9 myeloid progenitors, lysozyme-GFP differentiation; hit rate 1% among 360,000; calls only at 10 µM; AID 624256, 2012;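 active = normalized GFP-positive differentiation at or above the plate's own cutoff, the solvent-only control mean plus 3 SD; inconclusive = no clear call, values can overlap the other calls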;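 note: cells exposed to compound for four days before flow analysis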
Ins promoter up: insulin promoter activators in MIN6 cells, imaging, high-content screening, mouse beta cells; MIN6 insulin promoter-GFP reporter; active compounds read high; z-score at 5 µM; hit rate 0.3% among 190,000; AID 1625, 2009;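 active = z-score above 3 at 5 µM with at least 500 cells counted in the well; inconclusive = wells under 500 cells, flagged as cytotoxic or low count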
b-catenin transl: modulators of beta-catenin nuclear translocation, primary screen, imaging, HeLa cells, immunofluorescence, high-content; nuclear translocation activity, % at 5 µM; hit rate 0.3% among 190,000; AID 1665, 2009;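 active = nuclear translocation activity above 50% at 5 µM, with a well cell count of 50 or more; inconclusive = wells under 50 cells across six images, flagged as toxic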;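 note: per-cell ratio of nuclear to cytoplasmic median beta-catenin stain intensity; plate controls were DMSO negative control for no effect and GSK-3 inhibitor IX positive control for full effect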
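Test system: HeLa cells, endogenous beta-catenin; Compound: single 5 µM dose plus 0.02–20 µM confirmation series; Times: compound exposure 24 h at 37°C; Signal: fluorescence imaging of beta-catenin antibody stain plus DAPI; Read-out: % activation, nuclear-to-cytoplasmic median beta-catenin signal ratio per cell.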
Hep lipid drop: inhibitors of hepatocyte lipid droplet formation, primary screen, imaging, high-throughput imaging, BODIPY stain; AID 1656, 2009; AML12 mouse hepatocytes, oleate lipid droplets; hit rate 0.4% among 240,000; inhibition, % at 6.5 µM;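 active = lipid droplet intensity inhibited by at least 50%, with more than 500 cells counted; inconclusive = wells with under 300 cells, treated as cytotoxic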
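Material – mouse AML12 hepatocyte cell line, fixed after treatment · Compound dosing – one dose, 6.5 µM compound · Times – compound with oleate, overnight · Measured by – Image-based BODIPY and DAPI two-channel analysis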
West Nile antiviral: West Nile virus antiviral activity, cell-based, CPE readout (AID 1621) | West Nile virus-infected cells, CPE inhibition; higher % means a stronger effect | one-dose CPE inhibition, % at 10 µM; IC50 in µM for titrated hits | hit rate 0.02% among 290,000; in the data active = a potency from the dose series; inconclusive = CPE inhibition mostly from about 3.7% at the one dose, without a potency; inactive = the rest, 99 in 100 with CPE inhibition below about 2.2%; note: strong numbers were not always called active
WT yeast gro inh mutant strain: second read-out of WT yeast gro inh, no call of its own (marks repeat the call); inhibition, %; mitochondrial fusion phenotypic screen, mutant strain inhibition
Ins promoter up cell count: also measured in Ins promoter up; calls as there; cell count; measured here: cytotoxicity, nuclei count;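 total cells summed across four imaged fields per well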
Hep lipid drop cells 6.5 µM: further read-out of Hep lipid drop, marked with its call; cell count; measured here: cell count, cytotoxicity flag;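 cells counted across two imaged fields per well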
b-catenin transl cell count 5 µM: recorded beside b-catenin transl, whose call it bears; cell count; measured here: cell count, cytotoxicity flag
T cell modulator vesicle-bound %: also measured in T cell modulator; calls as there; double positive events, %; measured here: CD8+ vesicle-bound cell fraction;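 binding gate set so that unloaded-vesicle control wells show 10% double positive cells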
MT stabilizer Hoechst-high %: recorded beside MT stabilizer, whose call it bears; % Hoechst-high responders; measured here: nuclear condensation Hoechst responders;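 share of cells brighter than vehicle mean plus two SD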
MT stabilizer cytotoxicity %: recorded beside MT stabilizer, whose call it bears; toxicity, %; measured here: cytotoxicity by cell density;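 0% = mean cell density of plate MIN control wells and 100% = no cells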
Autophagy HCS cell loss 18 h: further read-out of Autophagy HCS, marked with its call; toxicity, %; measured here: cell loss, nuclei count;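 cell loss after 18 h compound exposure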
Myeloid diff MLP GFP+ MAC1+ %: recorded beside Myeloid diff MLP, whose call it bears; GFP+ MAC1+ double positive, %; measured here: differentiation confirmed by MAC1 staining
* hit, by the source's call; i = inactive; ? = inconclusive; . = not tested or not shown. Compounds were not picked by outcome; about 3.9% have a hit in one of these screens.

cpd	compound	Ins promoter up cell count	MT stabilizer Hoechst-high %	T cell modulator vesicle-bound %	MT stabilizer cytotoxicity %	West Nile antiviral	WT yeast gro inh mutant strain	T cell modulator	Hep lipid drop	Autophagy HCS cell loss 18 h	WT yeast gro inh	b-catenin transl	Myeloid diff MLP GFP+ MAC1+ %	b-catenin transl cell count 5 µM	Hep lipid drop cells 6.5 µM	MT stabilizer	Autophagy HCS	Ins promoter up	Myeloid diff MLP
1	COc1ccc(/C=C2\Sc3ccc(C(=O)NCCCN4CCCC4)cc3N(C)C2=O)cc1OC	.	.	26	.	2.1%	.	i	0	.	.	.	.	.	718	.	.	.	?
2	Cc1cc(C)cc(-n2c(C)cc(/C=N/NC(=O)CN(c3c(C)cccc3C)S(C)(=O)=O)c2C)c1	913	1.7	51	8.9	-0.3%	-1.4*	i	3	-4	60*	1.5	0.6	1218	729	2.2	i	-0.46	i
3	C/C(=N/OCO/N=C(/C)c1ccc(F)cc1)c1ccc(F)cc1	1245	1.5	40	8.2	?	0	i	25	8	16	0.5	0.1	1054	670	5.8	i	0.08	i
4	CCOC(=O)c1c[nH]n2c(=O)cc(C)nc12	1070	.	31	.	0.4%	.	i	-16	.	.	1.6	0.4	1270	700	.	.	0.92	i
5	COc1ccc(C)cc1NC(=O)Nc1ccccc1SC	1446	1.5	38	9.1	0.0%	2	i	-7	-7	2	0.5	0.1	991	678	2.1	i	1.5	i
6	Cc1ccc(NC(=O)CCS(=O)(=O)c2cccc3nonc23)c(Cl)c1	.	.	31	.	-1.1%	.	i	-3	.	.	.	2.1	.	746	.	.	.	i
7	CC(C)NC(=O)c1ccccc1NC(=O)Cc1ccc([N+](=O)[O-])cc1	1581	2.3	19	9.9	-0.6%	16	i	4	-2	15	-3.7	0.6	1090	732	2.8	i	-0.22	i
8	Cc1cc(NC(=O)CCC(=O)N(CC(=O)NCC2CCCO2)c2cccc(F)c2)no1 (stereo unspecified)	.	.	53	.	-0.4%	.	i	-6	.	.	.	3.9	.	808	.	.	.	i
9	CC(C)(O)C#Cc1ncc(C(F)(F)F)cc1Cl	1502	2.5	15	7.3	-1.1%	2	i	4	22	-9	-2.3	0.3	1073	654	4.0	i	-0.07	i
10	CCCC(CCC)n1[nH]c(=O)c2c(C)cc(C)nc21	1419	3.1	58	6.6	1.0%	9	i	.	-7	-12	0.5	0.9	661	.	4.1	i	1.6	i
11	O=[N+]([O-])c1cccc(/C=N/n2cnnc2)c1	.	.	34	.	0.2%	.	i	-1	.	.	1.0	0.6	1307	610	.	.	.	i
12	COc1ccccc1C(c1nnnn1C(C)(C)C)N1CCCc2ccccc21 (stereo unspecified)	1590	1.5	43	6.9	.	6	i	.	22	8	-3.4	2.5	1221	.	3.2	i	-0.31	i
13	CCOC(=O)C1=NNC(C(=O)c2ccccc2)C1c1ccc(OC)cc1 (stereo unspecified)	.	1.3	12	4.1	0.5%	.	i	.	-27	.	.	1.1	.	.	2.5	i	.	i
14	O=C(CSc1nnc(CNc2ccc(F)cc2)o1)N1CCN(C(=O)c2ccco2)CC1	.	2.3	34	4.5	0.1%	-6	i	.	4	-4	-1.3	1.2	1127	.	5.7	i	.	i
15	Cc1cc(=O)n2nc(N3CCCC3C(=O)Nc3cccc(Cl)c3C)sc2n1 (stereo unspecified)	.	.	16	.	-0.4%	.	i	2	.	.	.	2.6	.	763	.	.	.	i
16	CCNc1ccc(C(=O)OCC(=O)NC(C)c2ccccc2)cc1[N+](=O)[O-] (stereo unspecified)	1312	3.5	35	5.9	0.2%	1	i	0	4	-4	-0.4	0.2	998	642	1.5	i	1.9	i
17	O=C(N/N=C/C=C/c1ccccc1)c1cc2c(ccc3ccccc32)o1	1598	1.6	37	9.1	-0.2%	18	i	.	-1	19	2.0	0.9	1387	.	1.1	i	0.14	i
18	Oc1c(Br)cc(Br)cc1C=Nc1ccc2[nH]ncc2c1	1005	.	10	.	-0.1%	.	i	-8	.	.	0.0	0.7	1282	683	.	.	-0.1	i
19	CCc1ccc(NC(=O)c2cnc3n(c2=O)CCS3)cc1	1125	2.1	26	7.7	-0.4%	-1	i	.	4	6	-6.5	1.2	1137	.	2.0	i	-0.3	i
20	CC(C)(C)c1ccc(OC(=O)c2ccc3nsnc3c2)cc1	.	1.0	37	9.2	0.4%	42*	i	1	3	73*	-0.4	1.7	900	755	0.8	i	.	i
21	C=CCn1c(CCCNC(=O)C(C)(C)C)nc2ccccc21	1872	3.4	42	7.3	1.0%	-3	i	-13	4	14	-0.3	1.4	1047	571	3.2	i	0.19	i
22	CCOCCCn1c(SCC(=O)Nc2ccc(C(N)=O)cc2)nc2ccccc2c1=O	.	2.1	13	1.9	1.5%	-2	i	.	-1	-5	.	0.0	.	.	1.3	i	.	i
23	COc1ccc(C(=O)OC(COc2ccccc2)Cn2ccnc2)cc1 (stereo unspecified)	769	2.8	54	3.3	-0.3%	31	i	31	4	-7	-0.9	2.2	1163	749	4.9	i	-0.98	i
24	O=C(Nc1ccc2c(c1)OCCO2)C1CCCN(S(=O)(=O)c2cnc[nH]2)C1 (stereo unspecified)	1954	1.3	34	6.0	0.3%	-7	i	2	.	-2	-2.0	3.3	1020	660	6.1	.	-1.2	i
25	C[C@@H](C(=O)NCC1CCCO1)N1C(=O)N2CCc3c([nH]c4ccccc34)[C@@]2(C)C1=O (stereo partly specified)	.	.	56	.	-1.0%	.	i	-4	.	.	.	2.5	.	783	.	.	.	i

Values in list order from above:
Nos. 13–19 in Myeloid diff MLP: i, i, i, i, i, i, i
Nos. 13–19 in WT yeast gro inh mutant strain: ., -6, ., 1, 18, ., -1
Nos. 13–19 in Myeloid diff MLP GFP+ MAC1+ %: 1.1, 1.2, 2.6, 0.2, 0.9, 0.7, 1.2

Carrying on.
cpd	compound	Ins promoter up cell count	MT stabilizer Hoechst-high %	T cell modulator vesicle-bound %	MT stabilizer cytotoxicity %	West Nile antiviral	WT yeast gro inh mutant strain	T cell modulator	Hep lipid drop	Autophagy HCS cell loss 18 h	WT yeast gro inh	b-catenin transl	Myeloid diff MLP GFP+ MAC1+ %	b-catenin transl cell count 5 µM	Hep lipid drop cells 6.5 µM	MT stabilizer	Autophagy HCS	Ins promoter up	Myeloid diff MLP
26	Cc1ccc(C(=O)C2=C(O)C(=O)N(Cc3cccnc3)C2c2ccc(Cl)cc2)o1 (stereo unspecified)	.	.	46	.	-0.9%	.	i	-13	.	.	.	1.0	.	825	.	.	.	i
27	O=C(Nc1c2c(nn1-c1ccccc1)CS(=O)(=O)C2)c1ccccc1C(F)(F)F	.	.	32	.	-0.6%	.	i	4	.	.	.	0.4	.	801	.	.	.	i
28	O=C(NC12CC3CC(CC(C3)C1)C2)N(Cc1ccccc1)Cc1ccncc1	1479	1.4	30	6.0	-1.2%	9	i	.	18	11	0.4	1.1	1479	.	1.0	i	-0.45	i
29	Nc1cc(=O)[nH]c(SCc2csc(-c3ccccc3)n2)n1	1327	3.5	54	8.1	-0.7%	-14	i	4	2	3	-1.7	0.2	997	733	1.3	i	-0.17	i
30	C(=N\NC1=NCCN1)/c1ccncc1	.	.	57	.	-0.1%	.	i	-17	.	.	.	0.4	.	800	.	.	.	i
31	COc1ccc(-c2cc(C(=O)Nc3c(C)n(C)n(-c4ccccc4)c3=O)no2)cc1OC	1239	1.8	35	7.9	-0.2%	7	i	-2	6	-7	.	0.4	.	751	2.0	i	0.22	i
32	CCCCNC(=S)N/N=C/c1ccc(C#N)cc1	1238	2.0	53	6.8	-0.4%	11	i	0	13	5	1.4	0.2	1004	639	2.5	i	-0.56	i
33	Cc1ccc(CNC(=O)C2CCC(=O)N2Cc2ccccc2Cl)cc1 (stereo unspecified)	.	.	23	.	-0.2%	.	i	-18	.	.	.	0.6	.	403	.	.	.	i
34	CCCC(C)NC(=O)c1ccc(OCc2ccc(Cl)cc2)c(OC)c1 (stereo unspecified)	1580	3.2	25	5.2	-0.9%	-10	i	-13	1	8	-1.3	1.7	1066	532	2.9	i	-0.33	i
35	CC1CC(=O)N(c2ccc(N(C)Cc3ccccc3)c([N+](=O)[O-])c2)C1=O (stereo unspecified)	1454	1.3	25	6.3	0.6%	-18	i	1	-31	-11	0.0	0.1	1208	691	1.2	i	1.8	i
36	CC(C)(C)c1ccc(C(=O)NNC(=S)NC(=O)c2cccnc2)cc1	.	.	23	.	0.8%	.	i	1	.	.	.	0.5	.	849	.	.	.	i
37	CC(=O)Nc1ccc(NC(=O)CCOc2ccccc2C)cc1	.	.	29	.	0.3%	.	i	1	.	.	.	0.0	.	816	.	.	.	i
38	CCN(CC)CCNC(=O)c1cc2c(-c3cccc(OC)c3)nn(C)c2s1	.	.	35	.	10%	.	i	-3	.	.	.	0.0	.	801	.	.	.	i
39	COc1cccc(OC)c1C(=O)N1CCN(Cc2ccccc2C(F)(F)F)CC1	882	2.3	21	6.5	-0.1%	2	i	5	-18	11	-1.3	0.1	1067	736	2.3	i	0.11	i
40	c1ccc2c(CSc3ncnc4nc[nH]c34)cccc2c1	.	3.5	53	8.7	-0.4%	55*	i	-3	16	65*	1.1	0.3	962	712	3.9	i	.	i
